# Polio RdRp inh – poliovirus RNA polymerase inhibition; poliovirus polymerase elongation, fluorescence polarization; stronger effect = lower value; % elongation, % (compound at 16.7 µg/mL); actives 0.66% (n = 150,000); AID 588519; in the data active = % elongation below about 90%; also: some results filed as inactive read as strong as hits
# Target sequence (P03300 1749-2209 limits assumed): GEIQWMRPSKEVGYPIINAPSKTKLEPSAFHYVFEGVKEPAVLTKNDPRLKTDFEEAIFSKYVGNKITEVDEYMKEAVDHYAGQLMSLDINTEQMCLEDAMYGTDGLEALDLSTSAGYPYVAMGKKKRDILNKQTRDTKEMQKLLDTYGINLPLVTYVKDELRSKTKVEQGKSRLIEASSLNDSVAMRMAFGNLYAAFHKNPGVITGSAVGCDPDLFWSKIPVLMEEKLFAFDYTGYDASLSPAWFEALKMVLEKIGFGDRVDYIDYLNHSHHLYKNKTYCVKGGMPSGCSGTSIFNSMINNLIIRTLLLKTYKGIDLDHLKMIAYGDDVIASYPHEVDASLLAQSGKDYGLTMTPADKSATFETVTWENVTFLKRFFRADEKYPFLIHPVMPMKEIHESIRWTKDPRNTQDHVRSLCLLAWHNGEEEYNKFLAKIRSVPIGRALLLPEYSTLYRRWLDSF
# Polio RdRp inh FP z-score – further read-out of Polio RdRp inh, marked with its call; z-score; measured here: FP z-score; hits read low
# An asterisk follows results filed as active; & = joins results of further samples. A portion of the library, so the mix of outcomes need not match the whole.
# The first 15 entries, to show the layout:
SMILES,Polio RdRp inh,Polio RdRp inh FP z-score
CCOC(=O)c1c(S(=O)(=O)N2CCC(C(=O)NCc3cccc(OC)c3)CC2)c(C)n(C)c1C,107,0.2
Cc1cc(NC(=O)c2oc3c(c2C)-c2[nH]ncc2CC3)ccc1Br,98,-2
CCc1ccc(C(=O)Nc2ccc(N3CCCC3)cc2)cc1,101,-0.5
COc1cc2c(cc1OC)CN(Cn1cnc3ccccc31)CC2,102,-0.2
COc1ccc(N2C(=O)Cc3cc(OC)c(OC)cc3C2c2ccc(F)cc2)cc1 (configuration not stated),111,0.9
CC(Nc1nc(-c2ccccc2)c2cc(Br)ccc2n1)C(=O)O (configuration not stated),103,0.4
Cc1ccc(C(=O)NC(C)Cc2cccs2)c(C)c1 (configuration not stated),101,-0.3
CCN(CC)S(=O)(=O)c1ccc(Sc2nc(C)cs2)nc1,100,0
CCN(CC(=O)NC1CCS(=O)(=O)C1)C(=O)Cc1ccccc1F (configuration not stated),105,0.5
O=C1CSC(c2cccs2)N1c1ccccc1 (configuration not stated),102,0.1
CSc1nc(C)cc(=O)[nH]1,99,-0.9
CC(C)(C)c1cc(CN2CCCC2)cc(C(C)(C)C)c1O,99,-0.8
COc1ccccc1N1CCN(C(=O)/C=C/c2c(Cl)nc3sccn23)CC1,101,0.1
CCN(CC)C(=O)c1oc2ccccc2c1NC(=O)C(C)C,101,-0.2
Cc1csc(=O)n1CC(=O)NC1CCCCCC1,100,-0.3

# This part in full, from the start:
SMILES,Polio RdRp inh,Polio RdRp inh FP z-score
CCOC(=O)c1c(S(=O)(=O)N2CCC(C(=O)NCc3cccc(OC)c3)CC2)c(C)n(C)c1C,107,0.2
Cc1cc(NC(=O)c2oc3c(c2C)-c2[nH]ncc2CC3)ccc1Br,98,-2
CCc1ccc(C(=O)Nc2ccc(N3CCCC3)cc2)cc1,101,-0.5
COc1cc2c(cc1OC)CN(Cn1cnc3ccccc31)CC2,102,-0.2
COc1ccc(N2C(=O)Cc3cc(OC)c(OC)cc3C2c2ccc(F)cc2)cc1 (configuration not stated),111,0.9
CC(Nc1nc(-c2ccccc2)c2cc(Br)ccc2n1)C(=O)O (configuration not stated),103,0.4
Cc1ccc(C(=O)NC(C)Cc2cccs2)c(C)c1 (configuration not stated),101,-0.3
CCN(CC)S(=O)(=O)c1ccc(Sc2nc(C)cs2)nc1,100,0
CCN(CC(=O)NC1CCS(=O)(=O)C1)C(=O)Cc1ccccc1F (configuration not stated),105,0.5
O=C1CSC(c2cccs2)N1c1ccccc1 (configuration not stated),102,0.1
CSc1nc(C)cc(=O)[nH]1,99,-0.9
CC(C)(C)c1cc(CN2CCCC2)cc(C(C)(C)C)c1O,99,-0.8
COc1ccccc1N1CCN(C(=O)/C=C/c2c(Cl)nc3sccn23)CC1,101,0.1
CCN(CC)C(=O)c1oc2ccccc2c1NC(=O)C(C)C,101,-0.2
Cc1csc(=O)n1CC(=O)NC1CCCCCC1,100,-0.3
Cc1ccc(S(=O)(=O)n2nc(-c3ccc(Cl)cc3)nc2NCc2ccccc2)cc1,105,0
CCc1ccc(NC(=O)NCc2c(-n3cccc3)sc3c2CCCC3)cc1,102,0.2
Cc1cc2n(n1)CCC(=O)N2Cc1ccc(C(=O)Nc2cccc(C(F)(F)F)c2)cc1,108,-0.1
CCn1cnc2c1c(=O)n(Cc1csc(-c3ccccc3)n1)c(=O)n2Cc1ccccc1,106,0.6
CCC(=O)N1c2ncnn2C(c2ccccc2OC)CC1c1ccccc1 (configuration not stated),104,0.7
O=C(CSc1ccccn1)NCCOc1ccccc1,102,0.3
Cc1ccc2c(c1)nnn2C1CCN(CC(=O)N2c3ccccc3CC2C)CC1 (configuration not stated),99,-0.6
Cn1c2ccccc2c2nnc(SCCCC(=O)c3ccc4c(c3)OCCO4)nc21,106,0.9
O=S(=O)(c1cc(Br)c(Br)s1)N1CCN(Cc2ccc3c(c2)OCO3)CC1,99,-0.5
CC(C)=NOCC(=O)Nn1c(COc2c(C)cccc2C)nc2ccccc2c1=O,98,-0.3
CC(OC(=O)CCc1nc(=O)c2ccccc2n1C)C(N)=O (configuration not stated),106,0.5
CC(C)(C)c1ccc(C2CC(=O)C(C=NCCN3CCNCC3)=C(O)C2)cc1 (configuration not stated),102,-0.1
CCSc1nnc2c3ccccc3n(CC)c2n1,101,0.4
CCn1c(C(=O)O)c(CC(=O)Nc2ccccc2F)c2ccccc21,101,0
Cc1ccc(NC(=O)N2CCN(Cc3nc4ccc(C)cc4o3)CC2)c(Cl)c1,103,-0.6
CCOC(=O)c1c(-c2ccccc2)oc2ccc(NS(=O)(=O)c3ccccc3)cc12,109,1.4
OC1CCC(n2c(-c3ccccc3)nc(=S)c3c2CCCC3)CC1 (configuration not stated),103,0.3
Cc1ccc(C(=O)C2=C(O)C(=O)N(CCc3ccccc3)C2c2ccncc2)o1 (configuration not stated),99,-1.4
Cc1nn(CC(=O)NCCc2ccc(Cl)cc2)c(=O)c2cc3cc(F)ccc3n12,109,1
O=C(CCn1c(=S)oc2ccccc21)Nc1ccccc1F,103,0.5
Cc1ccc(CNC(=O)Cn2c(=O)n(-c3ccc(C)c(C)c3)c(=O)c3c(C)c(C)sc32)cc1,100,-0.8
N#Cc1cccc(NC(=O)CSc2ncccn2)c1,101,-0.4
COC(=O)c1ccc(Nc2cc(=O)[nH]c(=O)[nH]2)cc1,104,0.5
N#Cc1cnc(SCC(=O)Nc2ccccc2C(F)(F)F)nc1N,102,0.5
c1csc(CN=C2SCCN2C2CCCCC2)c1,98,-0.6
COC(=O)/C=c1\sc2n(c1=O)CCN=2,101,0
Cc1cc(Nc2cccc(Cl)c2)nc2ccc(NC(=O)c3ccc(F)cc3Cl)cc12,109,0.6
Cc1cc(C)cc(N2CCn3c2nc2c3c(=O)n(C/C=C/c3ccccc3)c(=O)n2C)c1,110,0.8
COc1ccc(NC(=O)N2CCC(CN3CCCCC3)CC2)cc1OC,104,0.3
CS(=O)(=O)Nc1ccc2c(c1)CCC2,104,0.8
c1ccc2c(NN=C3CCCCCC3)nncc2c1,103,0
COC(=O)c1ccc(OC(=O)c2cc(C)sc2C)cc1,105,0.3
COc1ccc(NC(=O)c2c(NC(=O)c3ccc(Br)cc3)sc3c2CCCC3)cc1,98,-0.9
O=C1CCC(=O)N1CCSC(=S)N1CCCC1,100,0.1
COc1ccc(OC)c(C(=O)CSc2nc3cccnc3n2C)c1,100,-0.8
# (next part)
SMILES,Polio RdRp inh,Polio RdRp inh FP z-score
N#Cc1c(NC(=O)CC2CCCC2)sc2c1CCC2,101,-0.4
Cc1nc2sccn2c1-c1csc(Nc2cccc(Cl)c2C)n1,99,-0.6
CC(=O)c1ccc(N2CCN(S(=O)(=O)c3cc4[nH]c(=O)c(=O)[nH]c4cc3C)CC2)cc1,103,-0.7
CCC1CCCCN1S(=O)(=O)c1cc(C(=O)Nc2ccc(C)c(F)c2)ccc1F (configuration not stated),115,1.6
CCCCn1cnc2c1c(=O)n(Cc1nc3ccccc3s1)c(=O)n2CCC,103,0.1
COc1ccc(NC(=O)Nc2nnc(N3CCCC3)s2)cc1,103,-0.9
Cc1nc2ccccc2c(=O)n1-c1cccc(NC(=O)C(C)C)c1,106,1.6
COC(=O)CSc1nc2nc3c(cn2n1)C(=O)CC(c1ccco1)C3 (configuration not stated),81,-5.4
O=C(Cn1ncc2c3ccccc3n(Cc3ccc(Cl)cc3)c2c1=O)N1CCCCCC1,126,2
O=C(c1ccc(S(=O)(=O)N2CCOCC2)cc1)N1CCn2c1nc1ccccc12,102,-0.2
c1ccc(N=c2oc3ccccc3cc2-c2nc3ccccc3[nH]2)cc1,105,0.7
O=C(COc1ccccc1)Nc1ccc(C(=O)c2ccccc2)cc1,104,0.1
Cc1ccc(C)n1-c1cccc(S(=O)(=O)N2CCOCC2)c1,105,0.9
O=C(NC1CC1)c1ccc2cn[nH]c2c1,100,-0.4
CC1(C)CC(=O)C(C=NCCN2CCN(C(=O)NC34CC5CC(CC(C5)C3)C4)CC2)=C(O)C1,100,-0.3
CC(=O)NCCC(=O)Oc1c(C)ccc(C)c1C,107,0.3
Cc1ccc(-n2cc(-c3ccccc3)c3c(N4CCC(C)CC4)ncnc32)cc1Cl,110,0.6
Cc1cc(COc2ccc(-c3ccccc3)cc2)no1,104,0
CCc1cc(C(=O)O)n(C)n1,102,-0.1
COc1ccccc1N1CCN(C(=O)C2CCN(S(=O)(=O)c3c(C)noc3/C=C/c3ccc(C)cc3)CC2)CC1,101,-1.2
Cc1nn(C(=O)c2cccnc2)c(-c2ccccc2)c1Sc1ccccc1,101,-0.2
Clc1ccc(CNc2ccc(N3CCOCC3)cc2)cc1Cl,98,-0.3
CC1(C)CC(NCc2ccco2)CCO1 (configuration not stated),109,0.7
CCN(CC(=O)Nc1ccc(OC)cc1)C1CCCCC1,108,0.6
COc1ccccc1C1CCN(C(=O)C2CCCCC2)CC1,106,0.5
COC(=O)CC(=O)CSc1nc2cc(C(=O)NC(C)C)ccc2c(=O)n1CCc1ccccc1,112,1.1
O=C(COC(=O)c1cc(-c2ccco2)nc2ccccc12)Nc1ccc(F)c(F)c1F,101,-0.2
O=C(NCc1nc2ccccc2n1Cc1ccccc1)c1ccccc1,101,-0.3
O=C(Nc1nccs1)C1CCN(S(=O)(=O)c2ccccc2)CC1,105,1.1
CN(C)S(=O)(=O)N1CCC(N2CCN(Cc3ccc(F)cc3)C(=O)C2=O)CC1,117,2
CCc1nn(CCCC(=O)N2CCN(c3cccc(OC)c3)CC2)c(=O)c2cc3occc3n12,108,0.4
C[C@H](O)C(=O)Nc1c(I)c(C(=O)NC(CO)CO)c(I)c(C(=O)NC(CO)CO)c1I,101,0.1
NC12CC3CC(CC(C3)C1)C2,101&100&99,0.2&0.1&-0.2
CCn1c(SCCNS(=O)(=O)c2ccc(C)cc2)nnc1-c1ccc(Cl)cc1,112,1.3
Cc1ccc(CN2CCN(c3ncccn3)CC2)c(C)c1,103,0.6
NC(=S)N1CCCCC1,99,-0.1
CCCC(=O)Nc1cc(C)c(O)c(-c2nc3cc(Cl)ccc3o2)c1,102,0.1
CC(Oc1ccccc1)C(=O)Nc1ccccc1C(=O)OCc1cc(=O)n2nc(C3CC3)sc2n1 (configuration not stated),104,-0.5
CCc1cc(C(=O)OC)c(NC(=O)CN2CC(C)CC(C)C2)s1 (configuration not stated),103,0.2
Cc1cccc(NC(=O)CSc2ncc3c(n2)-c2cc(Cl)ccc2N(C)S3(=O)=O)c1C,110,0.3
CCOCN(C(=O)Cn1c(C(C)O)nc2ccccc21)c1c(C)cccc1CC (configuration not stated),102,0.2
COC(=O)c1cnc(NCc2cccnc2)c2ccccc12,103,1.2
COc1ccc2c(c1)sc1ncc(C(=O)NCc3ccccc3F)c(=O)n12,110,0.1
CN(C)/C=C/C(=O)C(c1ccccc1)c1ccccc1,109,0.8
O=C(CSC1=Nc2ccccc2C2CC=NN12)NCc1ccco1 (configuration not stated),101,0.1
CCCN(CCC)CN1C(=S)SC2=NC(=O)CCCN21,103,0.5
CN1CCN(CCCNC(=O)Cn2c(-c3cccs3)cc3ccccc32)CC1,107,-0.4
Cc1noc(C)c1CSc1ncccc1C(=O)Nc1ccccc1C(=O)NC1CCCC1,104,0.4
COc1cccc(-c2cc(C(=O)Nc3ccc4c(c3)OCO4)no2)c1,107,0.6
Cc1nc2ccccc2nc1OCC(=O)NCC(F)(F)F,101,-0.4
# Next compounds follow.
SMILES,Polio RdRp inh,Polio RdRp inh FP z-score
CN1CCN(/N=C/c2nc(-c3ccc(Cl)cc3)n3ccccc23)CC1,101,-0.1
O=C1CCC(c2ccccc2)N1C(=O)c1ccc(Cl)cc1 (configuration not stated),98,-0.9
CCOc1ccc(NC(=O)CN(C)C(=O)C2CCCC2)cc1OCC,105,0.4
O=c1cc(-c2ccccc2)n2c(SCc3cccc([N+](=O)[O-])c3)nnc2[nH]1,109,0.4
Cc1ccc2nc(COC(=O)/C(C#N)=C/c3cc(C)n(CC(C)C)c3C)cc(=O)n2c1,95,-1
CN(C(=O)COC(=O)c1ccc(=O)[nH]c1)C1CCCCC1,107,0
CCN1CCN(C(=O)/C(C#N)=N/Nc2cccc3c(=O)[nH][nH]c(=O)c23)CC1,90,-1.2
O=C(COc1ccc2c(c1)OCO2)NCCC1=CCCCC1,105,0
CCc1ccc(OCC(N)=O)cc1,99,-1.2
COc1ncnc(NS(=O)(=O)c2ccc(N)cc2)c1OC,98,-0.8
Cc1cccc(NC(=O)C(=O)NCCc2sc(-c3ccccc3)nc2C)c1C,113,1.2
CC(=O)OCc1ccoc1C[N+](C)(C)C,101,0.1
CC(=O)N1N=C(N)SC1c1ccccc1 (configuration not stated),105,1.4
O=C1CCC(=O)N1c1ccc2c(c1)oc1ccccc12,108,0.3
Cc1c(Cl)cccc1NC(=O)CCn1cnnn1,105&104,0.3&0.9
O=C(c1cc(=O)c2ccccc2o1)N1CCN(c2n[nH]c(=O)[nH]c2=O)CC1,101,0
Cc1c(C(=O)O)sc2nc(-c3ccccc3)cn12,108,1.2
CCOc1ccccc1NC(=O)c1cc2c(=O)n(Cc3cccnc3)ccc2nc1C,105,-0.2
N#Cc1ccccc1Cn1cc(C(=O)c2cccs2)c2ccccc21,98,-0.6
O=C(Cc1c(C(=O)O)[nH]c2ccc(Cl)cc12)NCC1COc2ccccc2O1 (configuration not stated),99,-0.8
COc1cc(-c2nnc(SCc3nc4ccccc4s3)o2)cc(OC)c1OC,98,-0.9
NS(=O)(=O)c1ccc(CCNC(=O)c2ccc(N3CCCC3=O)cc2)cc1,105,0.3
Cn1c(C(C#N)C(=O)c2ccc(-c3nc4ccccc4s3)s2)nc2ccccc21 (configuration not stated),98,-0.5
O=C(COC(=O)C(Cc1ccccc1)N1C(=O)c2ccccc2C1=O)c1ccc(Br)cc1 (configuration not stated),101,-0.2
CCOC(=O)C1(c2cn(C)c3ccccc23)Sc2ccccc2NC1=O (configuration not stated),99,-0.4
COc1ccc(NC(=O)c2cc3c(C)nn(-c4ccccc4)c3s2)c(OC)c1,105,-0.1
CCc1ccc(CN(Cc2cn[nH]c2-c2ccc(OC)cc2)C(=O)Nc2ccc(C)cc2C)cc1,105,0.6
Cc1cc(C)c(-n2c(SCc3nc4ccccc4s3)n[nH]c2=O)c(C)c1,107,0.4
CSc1ncc(C(=O)NCCN(C)C)c(-c2ccccc2)n1,100,-1.3

# Screening results from PubChem.
